Furin inh: human furin inhibition; P09958; purified furin, fluorogenic substrate cleavage; inhibition, % at 30 µM; 0.061% of 220,000 active; AID 463115; in the data active = inhibition above about 25%; note: inactives centre near -15
Runt-CBFb FRET: Runt domain-CBFb interaction inhibition | Q01196+Q13951 | Cerulean-Runt/Venus-CBFb FRET ratio 530/480, 1 h | inhibition, % at 20 µM | 0.46% of 220,000 active;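 active = inhibition over about 50% at 20 µM in the single-dose screen, limit read from the data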;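 note: 0% = DMSO wells and 100% = excess unlabeled CBFb competitor control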
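Measured by: fluorescence energy transfer, 422 nm excitation, 530/480 nm emission; test system: Cerulean-tagged RUNX1 Runt domain (FRET donor) fusion protein; buffer or medium: Tris pH 7.5 buffer with BSA; compound: one dose, 20 µM compound, 1% DMSO; times: two 1 h room-temperature incubations shielded from light; benchmarks: unlabeled CBFb 5 µM, positive control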
RBBP9 inhibitor: blocks human serine hydrolase RBBP9. AID 1515. recombinant RBBP9, FP-Rh probe fluorescence polarization. O75884. inhibition, % at 7.94 µM. 0.2% of 220,000 active;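 active = inhibition above the campaign mean of all tested compounds plus 3 SD, cut at about 14% in these data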;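 note: plate controls were DMSO wells with RBBP9 for no effect and wells lacking RBBP9 protein for full effect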
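Measured by: FP readout at 525/598 nm; material: recombinant human RBBP9; also added: Serine-hydrolase probe FP-Rh, 375 nM pre-mixing; medium: Tris buffer pH 8.0, NaCl, Pluronic; replication: one well per compound; doses: one concentration, 7.94 µM nominal, 0.794% DMSO; timing: preincubation 30 min plus labeling 45 min at 25 °C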
p97 ATPase inh: human p97 ATPase inhibition; recombinant p97 ATPase, Kinase-Glo ATP luminescence, 3 h; inhibition, % at 8 µM; 0.42% of 220,000 active; AID 1481; in the data active = inhibition above about 15%;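 note: 0% = DMSO vehicle and 100% = wells lacking enzyme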
Target sequence (P55072 whole entry, looked up): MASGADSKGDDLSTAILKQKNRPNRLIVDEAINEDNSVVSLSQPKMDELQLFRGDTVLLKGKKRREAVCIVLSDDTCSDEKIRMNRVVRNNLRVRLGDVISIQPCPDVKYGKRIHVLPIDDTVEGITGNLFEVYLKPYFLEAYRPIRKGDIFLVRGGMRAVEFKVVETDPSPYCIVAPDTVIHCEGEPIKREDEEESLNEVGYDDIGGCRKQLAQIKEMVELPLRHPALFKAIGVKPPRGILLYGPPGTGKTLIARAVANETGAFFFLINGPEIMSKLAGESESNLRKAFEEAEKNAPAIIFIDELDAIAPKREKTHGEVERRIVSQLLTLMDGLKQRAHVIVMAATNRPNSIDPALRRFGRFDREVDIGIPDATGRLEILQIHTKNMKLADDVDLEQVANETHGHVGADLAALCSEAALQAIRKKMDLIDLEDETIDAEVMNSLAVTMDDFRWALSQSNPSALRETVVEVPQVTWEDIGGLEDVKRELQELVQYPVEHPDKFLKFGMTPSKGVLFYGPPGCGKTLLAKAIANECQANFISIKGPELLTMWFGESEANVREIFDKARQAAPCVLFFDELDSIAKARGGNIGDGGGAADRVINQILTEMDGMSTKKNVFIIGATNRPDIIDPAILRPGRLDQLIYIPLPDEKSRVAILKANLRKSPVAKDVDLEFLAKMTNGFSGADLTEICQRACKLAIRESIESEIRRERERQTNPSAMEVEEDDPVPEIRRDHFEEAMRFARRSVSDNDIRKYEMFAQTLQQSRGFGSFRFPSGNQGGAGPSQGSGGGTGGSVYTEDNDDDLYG
m-calpain inh: inhibitors of pig calpain II; purified calpain II, fluorogenic peptide substrate, 30 min; inhibition, % at 16 µM; 0.37% of 220,000 active;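 active = inhibition above about 50%, limit read from the data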
EBV gp42 block: EBV gp42 inhibition; 0.42% of 220,000 active; Q1HVG2; Fluorescence polarization binding assay, mP read-out; inhibition, % (tested at 21.74 µM); in the data active = inhibition above about 50%
Target sequence (Q1HVG2 whole entry, looked up): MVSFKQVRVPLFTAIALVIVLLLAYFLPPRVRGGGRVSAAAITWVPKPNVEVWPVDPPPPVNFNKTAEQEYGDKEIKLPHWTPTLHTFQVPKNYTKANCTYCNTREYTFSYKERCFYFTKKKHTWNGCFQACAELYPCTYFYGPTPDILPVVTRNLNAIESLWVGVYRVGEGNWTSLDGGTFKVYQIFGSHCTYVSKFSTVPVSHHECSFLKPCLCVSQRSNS
NCF1 inh: inhibitors of human p47phox binding; P14598; p47phox/p22phox peptide binding, fluorescence polarization, 2 h; inhibition, % at 24.7 µM; 0.53% of 220,000 active; AID 1274;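 active = inhibition above about 30%, limit read from the data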;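 note: 0% = p47phox with labelled peptide and 100% = labelled peptide alone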
Runt-SMMHC FRET: Runt domain-CBFb-SMMHC interaction inhibition; 0.74% of 220,000 active; inhibition, % at 20 µM; AID 1434; Q01196+Q13951; Cerulean-Runt/Venus-CBFb-SMMHC FRET ratio 530/480, 1 h;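 active = mean inhibition across duplicate retests at 20 µM reaching about 50%, limit read from the data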;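 note: 0% = DMSO wells and 100% = wells with excess untagged CBFb-SMMHC; inhibitors lower the FRET ratio by blocking Runt binding to CBFb-SMMHC; some results filed as inactive read as strong as hits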
Tb hexokinase: T. brucei hexokinase 1 inhibition; recombinant TbHK1, G6PDH-coupled NADH A340; inhibition, % at 10 µM; 0.11% of 220,000 active; AID 1430;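 active = inhibition of 50% or more in the single-dose primary screen; inactive = inhibition below 50%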
An asterisk follows results filed as active; x = no result given; [ ] = remark or other dose. Not a hit list, and some 2.7% of all compounds hit somewhere here.

SMILES | Furin inh | Runt-CBFb FRET | RBBP9 inhibitor | p97 ATPase inh | m-calpain inh | EBV gp42 block | NCF1 inh | Runt-SMMHC FRET | Tb hexokinase
CCOC(=O)c1c(C)[nH]c(C)c1C(=O)CN1C(=O)NC(CC(C)C)C1=O (stereo not drawn) | -10 | 0 | -1 | 0 | -28 | -13 | -8 | 4 | 2
NC(N)=N/N=C/c1ccc(Br)cc1 | -11 | 1 | -4 | 4 | 24 | -2 | 1 | -2 | 3
Cc1ccc(-c2cc(=O)c3ccc(F)cc3[nH]2)cc1 | -40 | 0 | -4 | 3 | -15 | -13 | -12 | 1 | -4
O=C(O)Cc1ccc(-n2cccc2)cc1 | -28 | 0 | -5 | 2 | -20 | -10 | -26 | 0 | 34
CNc1nccc(-c2ccc(F)cc2)c1C#N | -25 | 0 | -3 | 2 | -317 | -11 | -7 | 4 | -14
O=[N+]([O-])c1ccc(C2=Nc3cc(Cl)ccc3OC2)cc1 | -19 | 2 | -3 | 0 | 4 | -16 | -17 | -16 | 1
Cc1cc(C)c(-c2csc(NC(=O)c3n[nH]c(=O)c4ccccc34)n2)c(C)c1 | -17 | 1 | 0 | 3 | 15 | -16 | 0 | 3 | -5
Cc1ccc(C)c(N(CC(=O)NCc2ccc3c(c2)OCO3)C(=O)CCC(=O)Nc2ccccn2)c1 | -26 | -1 | -6 | -2 | 0 | 8 | 1 | 0 | -7
S=c1[nH]c2cc(-c3ccccc3)ccc2o1 | -26 | 8 | 1 | 7 | -20 | -6 | -14 | 0 | -5
Cc1ccc(CNC(=O)c2ccc3c(=O)n4c(-c5ccc(C)cc5)csc4nc3c2)cc1 | -24 | 2 | x | x | -12 | -12 | -16 | 1 | -13
COc1ccc(N(CC(=O)NCc2ccccc2OC)S(=O)(=O)c2c(C)nn(C)c2C)cc1 | -12 | 2 | -10 | -5 | -16 | -8 | -5 | 4 | -13
CC1CCN(S(=O)(=O)c2cc([N+](=O)[O-])ccc2Cl)CC1 | 4 | -2 | 2 | 6 | 26 | -9 | -1 | 2 | 2
Cc1cccc(NC(=O)Cn2c(=O)oc3ccccc32)c1 | -24 | 1 | -3 | 5 | 20 | -15 | 9 | -1 | 5
Cc1nc(N2CCc3ccccc32)[nH]c(=O)c1CCC(C)C | -4[20 µM] | x | 4 | 2 | x | x | x | x | -8
Cc1cccc(C)c1NC(=S)N/N=C1\CC2CC=CC12 (stereo not drawn) | -19 | 4 | -7 | -5 | -10 | 3 | -9 | 4 | -4
FC(F)(F)c1cnc(N2CCN(C(=S)NCc3ccccc3)CC2)c(Cl)c1 | -15 | 2 | 1 | 4 | 24 | -10 | -6 | -4 | 1
CCc1ccc(/C=N\n2cnnc2)cc1 | -22 | 0 | -3 | 6 | -16 | -14 | -3 | 2 | -9
C/C(=N\NC(=O)c1ccc(NS(=O)(=O)c2cccs2)cc1)c1ccc(Cl)cc1 | -14 | -2 | 0 | -2 | -3 | 2 | -23 | 5 | -7
COCCNc1nc(-c2cc(C)n(CCc3ccc(OC)cc3)c2C)cs1 | -16 | x | -3 | 2 | -95 | 8 | 17 | -13 | -14
CCCNC(=O)Nc1nc2ccccc2s1 | -27 | 0 | 1 | 3 | -14 | -8 | -10 | 0 | -6
CN(C)Cc1cn(CCC(=O)O)c2ccccc12 | -21[20 µM] | x | -8 | 0 | x | x | x | x | 3
CCOc1ccc(OC(=O)c2cccnc2)cc1 | -16 | -1 | -3 | -7 | -8 | -29 | -1 | 2 | 5
O=C(Nc1ccc2c(c1)C(=O)N(CC1CCCO1)C2=O)c1cccc(Br)c1 (stereo not drawn) | -12[20 µM] | 2 | -2 | 2 | -274 | -8 | -13 | 0 | -10
CC(C)CCNC(=O)CN(C(=O)Cn1nnc(-c2ccc(F)cc2)n1)C1CCCC1 | -34 | -1 | -10 | -1 | 14 | 14 | 7 | 0 | 8
Cc1ccccc1CS(=O)(=O)Cc1ccc(C(=O)NCCCN2CCCC2=O)o1 | -8 | -1 | -5 | 7 | 6 | -4 | -10 | 1 | 0
COc1ccc(CCn2c(NCCCN3CCOCC3)nc3c2c(=O)[nH]c(=O)n3C)cc1 | -18[20 µM] | 1 | -7 | 1 | 16 | -14 | 1 | 1 | -1
Cc1nc(NCC2CC2)c2nnn(Cc3ccccc3)c2n1 | -4 | 2 | -6 | 0 | 21 | 12 | 13 | -2 | 2
Cc1nn(-c2ccc(C(=O)O)cc2)c(C)c1Cl | -28 | 0 | -4 | 6 | -14 | -8 | -2 | 0 | 3
COc1cc2c(cc1O)[C@H](Cc1ccc(Oc3cc(C[C@@H]4NCCc5cc(OC)c(O)cc54)ccc3O)cc1)NCC2 | -17 | -8 | -8 | 11 | -67 | -7 | 1 | -15 | -8
CCOc1cc2nc(-c3ccc(OC)c(OC)c3)nc(N3CCOCC3)c2cc1OC | 1 | -1 | -7 | -6 | -105 | -5 | -2 | -1 | -47
O=C(Nc1cccc(Br)c1)c1ccc(OC2CSC2)cc1 | -10 | 6 | -12 | 3 | -3 | -5 | -16 | 2 | 0
CC(=O)c1c(C)nc(-c2cccc([N+](=O)[O-])c2)n1O | -28 | 8 | 3 | 1 | 7 | -7 | -5 | 4 | -12
Cc1ccc(C2=CSC3=NS(=O)(=O)CCN23)cc1 | -9 | 1 | 1 | 5 | 7 | -19 | -6 | 0 | -6
COC(=O)c1c(NC(=O)C2c3ccccc3Oc3ccccc32)sc(C)c1C | -11[20 µM] | -1 | -6 | 2 | -28 | -2 | -47 | -6 | -9
COc1ccc(S(=O)(=O)N2CCSC2c2ccc(OC)c(OC)c2)cc1 (stereo not drawn) | -12 | -2 | -1 | 1 | -16 | -6 | -14 | -5 | 2
Cc1ccc(SCc2cc(=O)n3[nH]cnc3n2)cc1 | 12[20 µM] | -1 | -5 | 2 | -9 | -12 | -22 | -2 | -1
Cc1cccc2cc(CN(C(=O)c3cnccn3)C3CCCCC3)c(Cl)nc12 | -12[20 µM] | -4 | -10 | -6 | 12 | 2 | 0 | 0 | -4
Cc1cccc(N2C(S)=C(C#N)C(=O)NC23CCCCC3)c1 | -21 | 7 | -6 | 4 | -1 | 0 | -4 | 4 | -5
Cc1ccc(S(=O)(=O)N2CCCC2CO)cc1 (stereo not drawn) | -21 | 1 | -7 | 2 | 12 | -4 | -7 | 2 | 5
Cc1ccc(N(C)S(=O)(=O)c2cccc(C(=O)Nc3nc4ccccc4[nH]3)c2)cc1 | -18 | -2 | -20 | -1 | -13 | -4 | -8 | -1 | -4
FC(F)Oc1ccc(NC(=S)NCc2nc3ccccc3[nH]2)cc1 | -17 | 5 | -3 | 1 | -4 | 28 | -10 | -2 | -4
C=CCOc1c(CNn2nnnc2N)cccc1OC | -16[20 µM] | -3 | -6 | -4 | -12 | -18 | -6 | -5 | 4
O=c1[nH]c2ccccc2c2ccccc12 | -11 | 1 | 1 | 4 | -9 | -11 | -13 | 2 | -9
COc1cccc(/C=N/Nc2nn3cnnc3c3ccccc23)c1 | 0[20 µM] | 2 | -7 | -12 | 10 | -4 | -4 | -2 | -38
Cc1ccc2c(CC(=O)OC(C)C(=O)NCc3ccc4c(c3)OCO4)coc2c1 (stereo not drawn) | -19 | 0 | 2 | 1 | -3 | -10 | -4 | 0 | 0
O=C1NC(=Nc2ccc(F)cc2)CS1 | 3 | 4 | -1 | 4 | -8 | -15 | -6 | 3 | -10
C[C@@H]1O[C@@H](Oc2c(-c3cc(O)c(O)c(O)c3)oc3cc(O)cc(O)c3c2=O)[C@H](O)[C@H](O)[C@H]1O | 7 | -26 | -15 | 8 | -11 | -4 | -11 | -29 | -15
CC(=O)N1c2ccccc2Nc2ccccc21 | -22 | -1 | -6 | -1 | 1 | -12 | -8 | 3 | -2
CS(=O)(=O)N(CC(=O)NC1CC2CCC1C2)c1cccc(C(F)(F)F)c1 (stereo not drawn) | -14[20 µM] | 22 | -1 | -1 | 8 | -15 | -14 | -1 | -8
O=C(CSc1ncn[nH]1)NCCc1ccccc1 | -10[20 µM] | 2 | -7 | -1 | 22 | -13 | -10 | 1 | 2
CS(=O)(=O)N(CC(=O)NCc1ccc2c(c1)OCO2)c1ccccc1 | -22 | 2 | -7 | 2 | 7 | -6 | 0 | 3 | 0
COCC(=O)N(C)c1nnc(-c2ccc([N+](=O)[O-])cc2)s1 | 9 | -5 | -3 | -1 | -22 | -20 | 35* | -2 | -5
CC(C)(C)c1cnnn1-c1ccc(NC(=O)c2ccc3c(c2)OCO3)cc1 | -19 | 1 | -6 | 4 | 6 | -2 | -16 | 27 | 20
N=C1/C(=C/c2ccc(OC(=O)c3ccco3)cc2)C(=O)N=C2SC=CN12 | -22 | 1 | -9 | 0 | -26 | 9 | -31 | 7 | -14
Cc1ccccc1C(=O)Nc1cccc(NC(=O)c2ncn[nH]2)c1 | -17 | 2 | -7 | 5 | 0 | -5 | -4 | -3 | -4
CCOc1ccc(CC(=O)C2=C(N3CCOCC3)CC(C)(C)CC2=O)cc1OCC | -20 | 1 | -11 | -1 | -18 | 0 | -5 | -9 | -2
Cc1ccc(-c2nc(NC(=O)c3cc(C(C)(C)C)nn3C)sc2C)cc1Cl | -13 | 0 | 0 | 9 | 17 | -11 | 1 | -2 | -25
CCCCN(C)C/C(O)=C(\C#N)c1nc(-c2ccccc2)cs1 | -13[20 µM] | 2 | 1 | 3 | 7 | -15 | -6 | -1 | -26
N#Cc1cn(Cc2ccccc2)c(=O)[nH]c1=O | -17 | -1 | -9 | -2 | -13 | 3 | -13 | -7 | -5
O=C(COc1ccc(Br)cc1Cl)NC(=O)Nc1ccc2c(c1)OCCO2 | 2 | 1 | -4 | 3 | -9 | -1 | -10 | 2 | 4

Next part.
SMILES | Furin inh | Runt-CBFb FRET | RBBP9 inhibitor | p97 ATPase inh | m-calpain inh | EBV gp42 block | NCF1 inh | Runt-SMMHC FRET | Tb hexokinase
O=C(NC1CCCCC1)c1cccc(S(=O)(=O)N2CCOCC2)c1 | -11 | 0 | 9 | 2 | 1 | -8 | 4 | 1 | 35
COc1cccc(NC(C)C(=O)N2CC(C)OC(C)C2)c1 (stereo not drawn) | -15 | 5 | -5 | -5 | 7 | -10 | -9 | 3 | 1
O=C(Cc1ccc(Cl)cc1)NCC(=O)N1CCCC1 | -20[20 µM] | 0 | -9 | 1 | -20 | -14 | -4 | -2 | -7
CC1CC2=C(NC(=S)NC2c2cccc(F)c2)/C(=C/c2cccc(F)c2)C1 (stereo not drawn) | -20 | 20 | -9 | 11 | -79 | 5 | -2 | 4 | 4
CCCN(CCC)CCNc1c(NC2CCN(C(=O)OCC)CC2)c(=O)c1=O | -31 | 0 | -2 | -3 | 1 | -4 | 8 | -2 | -2

Complete entries, quoted from the list.
O=C(Cc1ccc(Cl)cc1)NCC(=O)N1CCCC1 in the list: Furin inh = -20[20 µM]; Runt-CBFb FRET = 0; RBBP9 inhibitor = -9; p97 ATPase inh = 1; m-calpain inh = -20; EBV gp42 block = -14; NCF1 inh = -4; Runt-SMMHC FRET = -2; Tb hexokinase = -7
COc1cccc(NC(C)C(=O)N2CC(C)OC(C)C2)c1 (stereo not drawn) in the list: Furin inh = -15; Runt-CBFb FRET = 5; RBBP9 inhibitor = -5; p97 ATPase inh = -5; m-calpain inh = 7; EBV gp42 block = -10; NCF1 inh = -9; Runt-SMMHC FRET = 3; Tb hexokinase = 1

Some of the entries so far, with two lines to a compound.
Sequence of screens – Furin inh, Runt-CBFb FRET, RBBP9 inhibitor, p97 ATPase inh, m-calpain inh, EBV gp42 block, NCF1 inh, Runt-SMMHC FRET, Tb hexokinase
CCCN(CCC)CCNc1c(NC2CCN(C(=O)OCC)CC2)c(=O)c1=O
 : -31, 0, -2, -3, 1, -4, 8, -2, -2
O=C(NC1CCCCC1)c1cccc(S(=O)(=O)N2CCOCC2)c1
 : -11, 0, 9, 2, 1, -8, 4, 1, 35
